Screening data (PubChem)
Mot1-301 SUMO – SUMOylation pathway inhibition by Mot1-301 growth rescue. S. cerevisiae Mot1-301 growth rescue, ATP luminescence, 38.5C; percent above DMSO median, 100 means doubled. growth rescue, % at 18.8 µM. 1% of 320,000 active;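 active means every valid replicate shows activation above 250% relative to neutral control wells; inactive means the rest, any valid replicate at or below 250%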;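 further: OY570 slx delta 5 strain wells were the positive control but not used for scaling; some compounds called inactive have numbers as strong as hits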
OPRM1-OPRD1 ag – OPRM1-OPRD1 heterodimerization agonism | P35372+P41143 | cells, luminescence | activation, % at 9.3 µM | 0.3% of 340,000 active | AID 504326; in the data active means activation above about 18%;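 further: 0% = vehicle-treated cells and 100% = reference agonist; values of inactives mirror those of a sister screen read the other way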
Target sequence (P35372 whole entry, looked up): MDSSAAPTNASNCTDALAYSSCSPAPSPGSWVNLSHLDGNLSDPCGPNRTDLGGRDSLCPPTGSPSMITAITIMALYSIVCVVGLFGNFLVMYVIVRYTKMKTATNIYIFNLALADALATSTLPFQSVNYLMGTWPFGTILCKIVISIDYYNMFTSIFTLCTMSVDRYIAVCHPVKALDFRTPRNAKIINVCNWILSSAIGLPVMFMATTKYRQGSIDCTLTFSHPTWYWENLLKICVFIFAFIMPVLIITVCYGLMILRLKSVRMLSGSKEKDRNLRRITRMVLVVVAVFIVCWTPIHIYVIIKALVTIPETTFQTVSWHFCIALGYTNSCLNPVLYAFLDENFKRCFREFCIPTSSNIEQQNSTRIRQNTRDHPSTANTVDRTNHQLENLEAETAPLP
Target sequence (P41143 whole entry, looked up): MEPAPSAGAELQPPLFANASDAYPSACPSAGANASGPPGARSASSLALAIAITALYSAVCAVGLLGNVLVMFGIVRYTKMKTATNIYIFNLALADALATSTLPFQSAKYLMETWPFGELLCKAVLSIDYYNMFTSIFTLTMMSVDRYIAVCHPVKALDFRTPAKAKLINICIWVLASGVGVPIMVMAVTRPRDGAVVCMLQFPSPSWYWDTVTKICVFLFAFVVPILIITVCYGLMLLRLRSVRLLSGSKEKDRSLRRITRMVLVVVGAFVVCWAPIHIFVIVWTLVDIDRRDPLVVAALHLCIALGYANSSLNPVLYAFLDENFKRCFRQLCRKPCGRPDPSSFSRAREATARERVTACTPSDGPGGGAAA
phage Ecoli inh – E. coli growth loss with phage present | growth absorbance | inhibition, % at 11.9 µM | 0.26% of 360,000 active; in the data active means inhibition above about 11%
AddAB inh – less growth of phage-infected E. coli with AddAB; E. coli expressing H. pylori AddAB, absorbance growth; inhibition, % at 11.9 µM; 0.29% of 330,000 active; AID 435030; in the data active means inhibition above about 12%;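 further: 0% = vehicle wells of infected cells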
Tat export inh – blocks Tat-dependent protein export in E. coli; E. coli MC4100 TorA-mCherry Tat export, fluorescence; inhibition, % at 10 µM; 0.036% of 340,000 active; AID 488895;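 active means mean replicate inhibition at least 50% and at least half of replicates individually reaching 50%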;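 further: exported cargo escapes ClpAP degradation while cytoplasmic cargo is degraded and loses fluorescence; 0% = median of neutral control wells and 100% = median of NaSCN control wells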
PfHsp90 yeast 2 – inhibits growth of yeast expressing Plasmodium falciparum Hsp90; S. cerevisiae expressing PfHsp90, BacTiter-Glo ATP, 48 h; yeast lacking PDR1 and PDR3 efflux regulators; inhibition, % at 9.4 µM; 0.32% of 310,000 active; AID 504621;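 active means every replicate shows inhibition above about 80%, whatever the replicate mean, limit read from the data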;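 further: 0% = DMSO neutral controls and 100% = 20 µM radicicol positive controls; yeast relying on Plasmodium falciparum Hsp90 in place of its own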
PKA-R2B activ – activators of human PKA-R2B complex; P22694+P31323; PKA-R2B holoenzyme dissociation, Cy5-IP20 fluorescence polarization; R2B truncated from residue 108, S112A mutant; 0% DMSO only, 100% 113 µM cGMP; activation, % at 11.4 µM; 0.079% of 340,000 active;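 active means activation above a cutoff set at the mean over all compounds plus 3 SD, cut at about 18% in these data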;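 further: higher means more holoenzyme dissociation and a rise in polarization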
Ecoli viability – bacterial growth inhibition, counter-screen for AddAB inhibitors; E. coli V3065 growth, OD600 absorbance, 18 h; inhibition, % at 11.9 µM; 0.27% of 330,000 active; AID 449728;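 active means inhibition above the campaign's mean inhibition across all tested compounds plus 3 SD, cut at about 9.9% in these data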;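 further: uninfected addAB+ strain grown without phage in ampicillin broth; 0% = DMSO wells and 100% = ciprofloxacin 0.95 µg/ml wells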
OPRM1-OPRD1 inv – mu-delta opioid heterodimer inverse agonism; cell-based MOR-DOR heterodimer luminescence; inhibition, % at 9.3 µM; 0.21% of 340,000 active; AID 504357; in the data active means inhibition above about 22%, passing the limit was not always enough;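 further: 0% = cells with DMSO and 100% = wells without cells with DMSO; values of inactives mirror those of a sister screen read the other way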
PKA-R1A act – activators of PKA-R1A complex; P00514+P68181; PKA-R1A dissociation, Cy5-IP20 fluorescence polarization; scaled: DMSO 0%, 113 µM cGMP 100%; activation, % at 11.4 µM; 0.083% of 340,000 active; AID 504707;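 active means percent activation above the mean of all tested compounds plus 3 SD, cut at about 19% in these data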;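 further: higher means more PKAc released from R1A so a rise in polarization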
HTR5A inv ag – counter-screen for OPRM1-OPRD1 inverse agonists: human HTR5A inverse agonism; HTR5A cell line, luminescence; 0.083% of 340,000 active; inhibition, % at 9.3 µM; in the data active means inhibition mostly above about 23%, no sharp cut-off; inactive means mostly below about 18%;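 further: 0% = cells with DMSO and 100% = no-cell wells with DMSO; some compounds called inactive have numbers as strong as hits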
* = called active by the depositor; / = not tested or not shown.

SMILES	Mot1-301 SUMO	OPRM1-OPRD1 ag	phage Ecoli inh	AddAB inh	Tat export inh	PfHsp90 yeast 2	PKA-R2B activ	Ecoli viability	OPRM1-OPRD1 inv	PKA-R1A act	HTR5A inv ag
CCC(c1nnnn1Cc1ccco1)N(CCc1ccccc1)Cc1cc2ccc(OC)cc2[nH]c1=O (stereo not given)	-16	-0.2	-0.2	2.5	6	7	-5	-0.7	1	10	3
COC(=O)CSc1nnc(CSc2nc(C)cc(C)n2)n1Cc1ccco1	-6	-2.3	6.0	1.2	-4	20	-6	0.3	12	0	7
Cc1ccc(S(=O)(=O)N(C)C(=O)NC(=O)NS(=O)(=O)c2ccccc2)cc1	-4	-0.1	1.2	2.3	-8	8	-22	0.6	1	-11	0
CC(NC(=O)c1ccccc1)c1nnc(SCC(=O)NC2CCCC2)n1C (stereo not given)	3	-3.0	-0.9	1.2	-4	-7	7	0.8	16	10	5
O=c1c2[nH]c3ccccc3c2ncn1CCC1=CCCCC1	6	-2.5	-0.9	0.6	-7	1	0	-1.5	13	-11	-2
CCCCN(CC)Cc1ccc(CNC(=S)Nc2c(C)cc(C)cc2C)o1	/	-1.1	0.5	3.0	0	-4	-1	0.2	6	-13	14
COc1cccc(C2/C(=C(\O)c3ccc4c(c3)OCCO4)C(=O)C(=O)N2CCN(C)C)c1 (stereo not given)	352*	-0.6	2.2	1.5	-6	8	-16	0.8	4	-1	7
Clc1ccc(-c2nnc(-c3cccnc3)o2)cc1	-15	-2.7	3.3	1.0	0	10	-3	0.3	13	0	-13
O=C(CCNS(=O)(=O)c1cccc2nsnc12)N1CCc2ccccc21	4	-2.3	3.1	4.8	0	/	-5	0.4	11	2	2
COc1ccc(Sc2ccccc2CN(C)C)cc1OC	-7	-1.7	2.7	1.9	-4	-5	0	-2.6	7	1	24
CC1CC(=O)N(C)c2ccc([N+](=O)[O-])cc2N1 (stereo not given)	294	-2.4	-1.0	0.2	-8	-17	1	-0.4	13	-5	-26
O=S(=O)(NCC(c1ccc2c(c1)OCO2)N1CCOCC1)c1ccc(Cl)cc1 (stereo not given)	-19	-0.7	3.2	-0.9	18	18	-5	-0.8	4	7	10

Whole records, looked up by structure. Order of screens: Mot1-301 SUMO | OPRM1-OPRD1 ag | phage Ecoli inh | AddAB inh | Tat export inh | PfHsp90 yeast 2 | PKA-R2B activ | Ecoli viability | OPRM1-OPRD1 inv | PKA-R1A act | HTR5A inv ag
CC1CC(=O)N(C)c2ccc([N+](=O)[O-])cc2N1 (stereo not given) reads 294 | -2.4 | -1.0 | 0.2 | -8 | -17 | 1 | -0.4 | 13 | -5 | -26
O=S(=O)(NCC(c1ccc2c(c1)OCO2)N1CCOCC1)c1ccc(Cl)cc1 (stereo not given) reads -19 | -0.7 | 3.2 | -0.9 | 18 | 18 | -5 | -0.8 | 4 | 7 | 10
COc1ccc(Sc2ccccc2CN(C)C)cc1OC reads -7 | -1.7 | 2.7 | 1.9 | -4 | -5 | 0 | -2.6 | 7 | 1 | 24

The list goes on:
SMILES	Mot1-301 SUMO	OPRM1-OPRD1 ag	phage Ecoli inh	AddAB inh	Tat export inh	PfHsp90 yeast 2	PKA-R2B activ	Ecoli viability	OPRM1-OPRD1 inv	PKA-R1A act	HTR5A inv ag
CC(=O)c1c(CSc2ccccc2)oc2ccc(O)c(CN(C)C)c12	-1	-2.7	1.5	-1.1	-8	7	-5	0.6	12	-6	15
Cn1cc(Br)c(C(=O)NNC(=O)Nc2ccccc2C(F)(F)F)n1	5	-3.9	2.3	4.0	-2	1	0	1.3	18	-3	4
O=C(Nc1ncnc2c1C(c1ccccc1)c1c(ccc3ccccc13)O2)c1ccccc1 (stereo not given)	101	2.5	1.6	-3.2	-11	-19	-6	-4.0	-14	-5	-4
Cc1cc(=O)oc(C)c1C(=O)NC12CC3CC(CC(C3)C1)C2	366	-2.6	0.8	0.2	-4	2	-4	-0.2	15	-2	-30
CCN(Cc1cc(=O)n2ccsc2n1)Cc1nc2cc(OC)c(OC)cc2c(=O)[nH]1	2	-3.0	0.8	2.5	-10	5	-4	1.0	16	-8	2
COC(=O)N/N=C/c1cccc(OC(=O)c2ccc3c(c2)OCO3)c1	7	-2.6	0.9	-14	-4	-1	0	-0.9	13	8	-5
COc1ccc(-c2nnc(N3CCOCC3)c3ccccc23)cc1	-7	-0.4	1.9	2.7	-1	11	-7	-1.9	2	7	8
CC(=O)Nc1ccc(-c2csc(NC(=O)C3=COCCO3)n2)cc1	5	-0.5	1.9	0.0	18	/	-12	0.9	3	-11	-1
CCC(C(=O)NCc1ccc(F)cc1)n1nc(C)n2c(cc3occc32)c1=O (stereo not given)	8	-1.8	-1.9	-1.8	3	-6	5	-2.3	9	-18	3
Cn1c(=O)c2cn3c(c2n(C)c1=O)C(c1ccccc1)CC(c1ccccc1)=N3 (stereo not given)	10	-1.1	2.1	1.4	0	-17	2	-1.8	4	0	-10
O=[N+]([O-])c1ccc(N2CCN(C(=S)NC3CCCCC3)CC2)cc1	48	0.9	4.6	2.2	-2	-13	-5	1.6	-5	-3	-1
Cc1ccc(/C=N/NC(=O)c2cccc([N+](=O)[O-])c2)o1	16	-1.7	4.1	6.4	13	9	2	-0.8	9	-2	-7
O=C(OCc1cnc(Cl)s1)c1c(F)cccc1F	-2	-2.1	2.6	3.9	5	6	-2	0.6	10	2	16
O=P(C(=NCCO)NO)(N1CCOCC1)N1CCOCC1	191	-0.9	0.4	1.1	-4	8	-4	0.1	4	13	-6
Cc1ccc(-c2cc(C(=O)Nc3ccc(S(=O)(=O)Nc4ncccn4)cc3)[nH]n2)c(O)c1C	3	-2.3	0.1	-0.4	0	16	-6	-0.4	12	-1	7
COc1ccc(NC(=O)NCc2ccncc2)cc1	/	-1.1	2.9	0.7	-3	4	-9	0.8	6	-1	-8
CCCC1(c2ccccc2)NC(=O)N(C/C=C/Cl)C1=O (stereo not given)	-3	-4.1	3.0	3.2	-1	3	2	0.4	23	2	2
COc1ccc(C2NC(=O)CCC2[N+](=O)[O-])cc1OC (stereo not given)	25	1.2	-0.4	-0.5	2	-1	7	0.8	-6	3	10
Cc1ccccc1NC(=O)COC(=O)c1cc[n+]([O-])cc1	0	-1.9	2.6	-1.4	-2	/	7	-0.9	10	-3	2
CN1CCN(CCCNC(=O)c2cc3c(=O)oc4ccccc4c3s2)CC1	3	-1.2	3.3	2.5	12	-8	0	2.2	7	5	-1
O=C(c1ccccc1)C(O)C(c1ccccc1)N1CCOCC1 (stereo not given)	-8	-4.4	3.8	0.9	-5	-6	-2	-0.2	20	5	-2
CCOC(=O)c1[nH]c(C)c(C(=O)N2CCN(c3ccc(OC)cc3)CC2)c1C	187	-2.9	-0.4	1.3	-11	9	0	-1.4	14	-11	12
CCOC(=O)N1CCN(S(=O)(=O)c2cc(Br)cc3c2N(C(=O)CC)CC3)CC1	5	-2.6	2.9	1.0	-7	-15	-8	0.4	14	-4	-14
CSCC[C@H](NC(=O)[C@@H]1Cc2ccccc2CN1)C(=O)NC1CCCCC1	2	0.7	1.6	2.6	-1	-24	-15	1.1	-4	1	9
CC(=O)c1c(C)[nH]c(C(=O)COC(=O)CN(C)S(=O)(=O)c2ccc(Cl)cc2)c1C	5	-1.4	1.0	0.3	-2	-1	-7	-3.2	8	0	8
COc1ccc(CCNC(=O)c2cc(C(C)C)on2)cc1OC	35	0.4	3.3	-0.5	9	4	9	1.1	-2	-10	-12
COc1ccc(C2C(C(=O)NC(C)C)c3ccccc3C(=O)N2C)cc1OC (stereo not given)	-2	-1.9	2.9	0.7	2	/	-14	-0.6	11	-10	-6
O=C(O)c1cc([N+](=O)[O-])ccc1NCc1ccccc1Cl	11	-1.8	-0.1	0.0	1	5	-2	-3.9	9	2	41
Cc1cccc(NC(=O)NNC(=O)COc2ccc3ccccc3c2)c1	-7	-1.7	-0.3	2.7	13	6	4	2.1	9	-4	26
CCOc1ccc(C(C(=O)NCCC(C)C)N(CCO)C(=O)c2snc(C(N)=O)c2N)cc1 (stereo not given)	9	-2.5	0.7	-0.5	-7	-1	0	-0.1	12	1	-2
CN(c1ccccc1)S(=O)(=O)c1cccc(NS(=O)(=O)c2ccc(/C=C/C(=O)O)cc2)c1	-4	-0.8	0.8	-0.5	-7	-35	-10	-0.6	4	-11	-13
O=C(Nc1ccc(S(=O)(=O)Nc2ncccn2)cc1)c1ccccc1Br	-5	-3.3	2.5	3.5	11	0	-3	0.4	15	0	-9
O=C1CCc2cc(S(=O)(=O)N3CCN(c4cccc(Cl)c4)CC3)ccc2N1	-12	11	0.0	1.0	-4	/	1	-1.9	-62	13	-30
Cc1cccc(OCC(=O)N/N=C\c2cc3c(cc2[N+](=O)[O-])OCO3)c1C	13	2.3	0.9	-0.8	5	-27	-2	0.0	-14	-1	-3
Cc1c(NS(=O)(=O)c2cc(C(=O)NC(C)c3ccccc3)ccc2Cl)c(=O)n(-c2ccccc2)n1C (stereo not given)	/	-3.0	6.6	/	-1	/	-16	/	16	2	-5
Cc1cccc(S(=O)(=O)N2CCN(Cc3ccc4c(c3)OCO4)CC2)c1	41	-0.8	3.0	2.7	0	-4	12	1.4	4	2	25
COc1ccc(-n2cnc3scc(-c4ccc(OC)c(OC)c4)c3c2=O)cc1	-2	-0.6	1.2	0.2	-1	-4	2	-1.7	4	2	10
COc1ccc(CNC(=O)Cn2cncn2)cc1OC	-9	-2.0	3.4	-1.5	-5	8	5	-1.7	9	-2	1
O=[N+]([O-])c1cccc(-n2cc3ccc([N+](=O)[O-])cc3n2)c1	138	2.4	-0.7	0.3	4	-6	2	-0.7	-10	11	-3
Cn1cnnc1SCC(=O)N1CCC(Cc2ccccc2)CC1	18	-2.3	-0.1	1.7	3	11	-19	0.9	13	-8	-18
O=S(=O)(Nc1cccc2cn[nH]c12)c1ccc(F)cc1	790*	0.3	2.6	6.1	-2	14	4	2.8	-2	-2	9
Cc1ccccc1-c1nc(CS(=O)(=O)CC(=O)NCCCN2CCCC2)c(C)o1	64	-0.8	3.1	-2.5	-12	4	-4	-1.5	5	4	-7
Cn1c(=O)c2c(nc(SCC(=O)O)n2Cc2cccc(C(F)(F)F)c2)n(C)c1=O	5	-3.4	1.8	1.3	-3	-11	-3	0.2	14	-10	11
COc1cccc(NC(=O)Cn2c(=O)n(-c3ccccc3)c(=O)c3sccc32)c1	-2	-2.0	2.4	-0.3	-4	-15	-8	1.4	11	-8	-6
COc1ccccc1CCNC(=O)C(=O)NCCC1CCCCN1S(=O)(=O)c1cccs1 (stereo not given)	-12	-1.6	2.7	0.3	5	6	-8	-0.3	8	-4	-7
C[C@@H](CSc1ccccc1)CN1CC[C@H](O)CCC1=O	-3	-1.3	2.2	5.3	2	9	1	1.4	7	-7	-5
COCCCNC(=O)Cn1c(=O)n(Cc2ccc(F)cc2)c(=O)c2sccc21	25	0.3	/	2.4	-10	-20	1	2.1	-2	0	-15
CCOc1ccc(S(=O)(=O)N2CCC(C(=O)OC(C)C(=O)NC3CCCCC3C)CC2)cc1 (stereo not given)	0	1.8	1.4	1.1	-1	0	-8	0.0	-7	-12	7
CCCN(CCC)Cc1c(C(=O)N/N=C/c2ccsc2)nnn1-c1nonc1N	-5	4.0	-0.9	4.7	-7	1	-6	-1.6	-33	-10	-7
